# Source: PubChem BioAssay
# JNK3 blocker – JNK3 kinase activity inhibitors, primary screen, biochemical, human, purified enzyme; Mitogen-activated protein kinase 10 (Homo sapiens), P53779; HTS; inhibition, % at 8 µM; 0.61% of 60,000 active; AID 746, 2007; in the data active = inhibition above about 17%;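 note: 0% = DMSO and 100% = reference inhibitor; many of its hits are not listed in these tables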
# Target sequence (P53779 whole entry, looked up): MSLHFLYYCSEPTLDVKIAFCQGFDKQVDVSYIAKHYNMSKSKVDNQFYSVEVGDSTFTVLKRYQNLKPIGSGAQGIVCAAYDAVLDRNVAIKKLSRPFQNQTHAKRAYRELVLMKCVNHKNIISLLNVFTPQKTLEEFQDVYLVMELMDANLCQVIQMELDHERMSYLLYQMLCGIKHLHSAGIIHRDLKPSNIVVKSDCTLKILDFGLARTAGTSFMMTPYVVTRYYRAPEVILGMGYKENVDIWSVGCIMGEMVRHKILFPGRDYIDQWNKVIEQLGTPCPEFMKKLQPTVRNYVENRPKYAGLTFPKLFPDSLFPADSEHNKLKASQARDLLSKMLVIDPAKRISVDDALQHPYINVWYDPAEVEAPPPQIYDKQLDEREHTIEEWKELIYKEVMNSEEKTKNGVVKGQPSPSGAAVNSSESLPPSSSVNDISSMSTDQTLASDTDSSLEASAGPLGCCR
# MMP-13 inhibitor – human MMP13 inhibitors, primary screen, biochemical, FRET peptide cleavage; Collagenase 3 (Homo sapiens), P45452; MMP-13 fTHP FRET cleavage, Mca fluorescence; inhibition, % at 4 µM; 0.07% of 65,000 active;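 active = inhibition above the mean of compound-free control plate wells plus 3 SD, cut at about 14% in these data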;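 note: 0% = DMSO wells and 100% = wells with reference MMP-13 inhibitor after basal subtraction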
# Autofluor 339 – intrinsic fluorescence of library compounds, ex339/em460 – biochemical, MLSMR library, data from DPM-DC assay, artefact control, profiling panel; compound autofluorescence, ex339/em460 nm, NADH buffer; stronger effect = higher value; 1 = no-compound wells, NADH background; fluorescence fold increase at 10 µM; 5.5% of 65,000 active;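 active = at 10 µM, mean starting fluorescence two-fold or more over control wells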;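 note: signal is the first read of a kinetic run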
# ROCK2 blocker – inhibitors of human ROCK2 kinase, primary screen, biochemical, high-throughput, luminescence; purified ROCK2, Kinase-Glo ATP depletion luminescence; AID 604, 2007; 0.35% of 60,000 active; inhibition, % at 6 µM; Rho-associated protein kinase 2 (Homo sapiens), O75116;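 active = inhibition above the screen-wide mean inhibition plus 3 SD, cut at about 18% in these data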;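 note: plate controls were DMSO wells for no effect and Y-27632 control wells after no-enzyme background subtraction for full effect; many of its hits are not listed in these tables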
# NADH coupling – inhibitors of PK/LDH coupling enzymes, profiling panel, artefact control, biochemical, MLSMR library. coupled PK/LDH NADH assays, four targets. IC50, µM (series often up to 10 µM), without a hit: top-dose inhibition. 0.02% of 65,000 active. AID 774, 2007;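 active = single-dose screening hits from any of four coupled enzyme assays that gave an IC50 when retested across doses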;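 note: the DPM-DC format reads NADH fluorescence rather than 340 nm absorbance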
# A340 absorber – compound light absorbance at 340 nm, profiling panel, artefact control, biochemical, MLSMR library, data from PS, PMK, MK assays; 65,000 tested, under 10 active; fold change at 10 µM; compound absorbance at 340 nm, fold over control;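 active = at 10 µM dose, initial 340 nm absorbance at least 2 fold that of control wells; inactive = change under 2 fold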;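 note: initial absorbance extrapolated from kinetic A340 decline of NADH oxidation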
# HEK293 NFkB inh – inhibitors of PMA/ionomycin-induced NF-kB reporter, primary screen, antigen receptor NF-kB inhibitor project, cell-based, HEK-293 luciferase reporter, luminescence; AID 465, 2006; HEK-293 NF-kB luciferase reporter; 0.21% of 62,000 active; inhibition, % at 3 µM;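 active = inhibition above the mean of all tested compounds plus 3 SD, cut at about 40% in these data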;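 note: 0% = stimulated DMSO wells and 100% = 10 µM reference inhibitor 5653914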
#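 System – HEK-293 cells with stable firefly luciferase reporter driven by four HIV NF-kB elements · Doses – one dose, 3 µM · Schedule – 1 h compound pre-incubation, 16 h PMA/ionomycin at 37 °C · Technique – luminescence from luciferase substrate reagent · Measure – percent inhibition normalized per plate to DMSO and reference-inhibitor controls · Replicates – tested once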
# PKA inh – inhibitors of human PKA kinase activity, primary screen, biochemical, ATP-depletion luminescence, Kemptide substrate | inhibition, % at 6 µM | PKA Kemptide phosphorylation, Kinase-Glo ATP luminescence | cAMP-dependent protein kinase catalytic subunit alpha (Homo sapiens), P17612 | 0.1% of 65,000 active | AID 524, 2006;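 active = inhibition above the screen-wide mean inhibition plus 3 SD, cut at about 21% in these data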; note: many of its hits are not listed in these tables
# Ecoli tolC – growth inhibitors of E. coli tolC mutant, primary screen, strain BW25113 ΔtolC::kan, 384-well; OD615; growth inhibition, % at 10 µM (by protocol); 2.2% of 65,000 active; AID 573, 2007;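 active = growth inhibition at or above a cutoff equal to the mean over every tested compound plus 3 SD, cut at about 60% in these data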;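 note: growth measured after 20 h incubation at 37 °C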
#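 Assay system: tolC-deleted E. coli BW25113. Medium: kanamycin-containing LB broth (50 µg/mL). Dosing: 10 µM final, single dose. Timing: bacterial growth with compound for 20 h at 37 °C. Detection: A615 absorbance measurement. Read-out basis: growth inhibition in percent.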
# Active calls of the source: *; . = no result given; [ ] = remark or other dose.
SMILES,JNK3 blocker,MMP-13 inhibitor,Autofluor 339,ROCK2 blocker,NADH coupling,A340 absorber,HEK293 NFkB inh,PKA inh,Ecoli tolC
CCCC1Cc2c(sc3nc(SC)nc(N)c23)CO1 (stereo unspecified),6,2,1.1,8,6%,1,.,6,0
COc1ccccc1CC1(C)NC(=O)N(CC(=O)N2CCc3ccccc3C2)C1=O (stereo unspecified),-2,0,1.1,5,4%,1,11,0,-6
COc1cc(OC)cc(C(=O)N2c3ccc(F)cc3CCC2C)c1 (stereo unspecified),4,-5,1,2,3%,0.99,2,8,15
CCC(=O)Oc1ccc(C(CC)C(CC)c2ccc(OC(=O)CC)cc2)cc1 (stereo unspecified),-9,-1,1.1,3,3%,0.98,.,-2,6
O=C(/C=N/O)Nc1cccnc1,-7,3,1.1,9,2%,0.98,14,5,-37
CCCN(CCC)C(=O)CSc1nc2n[nH]c(C)c2c(=N)n1-c1ccc(OCC)cc1,1,4,1,0,7%,1,20,-3,14
CCCSc1nc2c(cnn2-c2ccc(F)cc2)c(=O)[nH]1,3,-14,1.1,-4,0%,1,11,8,11
COc1ccc(OC)c(-c2cc(C(=O)Nc3cccc(Cl)c3)no2)c1,0,5,4.3*,-1,8%[fluoresces],1.1,-7,-4,-14
CCCN(CCC)CCCNC(=O)CC1Nc2ccccc2NC1=O (stereo unspecified),-5,-16,1.5,-5,5%,1,6,-7,-22
COc1ccc(C(=O)Oc2ccc(C(C)=O)cc2)c(OC)c1,1,2,1,8,4%,1,6,13,0
CCn1c(SCC(=O)N2CCCc3ccccc32)nnc1-c1ccco1,-2,2,1.1,-1,2%,0.99,4,9,2
CCCCc1ccc(-c2nc(-c3ccncc3)no2)cc1,.,-4,1.1,.,8%,1,-20,6,16
Cc1c(NC(=O)c2cccc(S(=O)(=O)N3CCOCC3)c2)c(=O)n(-c2ccccc2)n1C,-1,-6,1.1,2,3%,1,11,7,-14
COCCCn1cnc2c(c1=O)c1nc3ccccc3nc1n2CCc1ccccc1,-4,-122[fluorescence artefact?],2.4*,-1,2%[fluoresces],1.1,.,-5,10
Cn1cccc1Cc1nnc(SCC(=O)Nc2ccccc2)n1-c1ccc(F)cc1,-4,3,1,-1,6%,1,2,-6,21
CCOC(=O)C(C(=O)Nc1ccccc1)C1CCCCC1 (stereo unspecified),4,0,1.1,6,2%,1,2,11,3
COc1ccc(-c2ccc(-c3nnn(CC(C)=O)n3)cc2)cc1,6,-2,1,0,3%,1,-6,-1,-13
O=S(=O)(NCCCCCNS(=O)(=O)c1ccccc1)c1ccccc1,6,0,1.1,-3,4%,0.99,19,2,-4
Cc1ccc(CNC(=O)CCCNC(=O)c2ccc(Cl)cc2)n1C,10,-16,1.2,2,2%,1,3,6,-3
CC(C)NCC(O)Cn1c2c(c3ccccc31)CCc1c-2cnn1-c1ccccc1 (stereo unspecified),-27,-89[fluorescence artefact?],3.9*,1,10%[fluoresces],1.1,14,11,46
O=C(CCCn1c(=O)[nH]c2cc(Cl)ccc2c1=O)NCCN1CCN(c2ccccc2)CC1,.,4,1.1,.,4%,1,-1,6,-8
CC(=O)OCC(=O)c1ccc2ccn(C(C)=O)c2c1,-3,-51[fluorescence artefact?],3.4*,4,2%[fluoresces],1,11,7,-14
CC(=O)c1c(C)[nH]c(C(=O)OCC(=O)Nc2cc(C)on2)c1C,5,-21,1,4,5%,0.99,14,16,-2
CCc1nnc(NC(=O)CSc2nnc(-c3ccoc3C)n2-c2cccc(C)c2)s1,3,-3,1.1,12,15%,0.98,8,7,29
Oc1c(C=Nc2cccnc2)sc2ccccc12,-5,-7,1.1,4,3%,1.2,.,3,8
CCC(C)NC(=O)NC1C(NC(=O)NC(C)CC)N(C)C(=O)N1C (stereo unspecified),3,4,1.1,4,5%,1,6,7,-16
COc1ccc(C(c2nnnn2C2CCCCC2)N2CCN(c3ccc(OC)cc3)CC2)cc1 (stereo unspecified),4,2,1.1,-6,0%,0.98,14,-10,22
CC1CCN(c2nc3c(c(=O)[nH]c(=O)n3C)n2Cc2ccccc2Cl)CC1,1,-9,1.1,3,5%,1,7,4,10
O=C(O)CCC(=O)N1CCN(c2ccccn2)CC1,2,-14,1.4,-1,4%,1,25,0,-6
O=C(O)c1ccc(CSCc2ccccc2F)o1,-2,1,1.1,0,5%,1,2,7,14
Cc1nn(-c2ccccc2)c2nc(=O)n(-c3ccccc3)cc12,3,1,1.2,0,1%,1,22,1,-5
CS(=O)(=O)Nc1ccc(S(=O)(=O)Nc2nccs2)cc1,6,3,1.1,4,2%,1,-7,3,-5
Cc1ccc(S(=O)(=O)NCCCCC(NC(=O)OC(C)(C)C)C(=O)O)cc1 (stereo unspecified) (tested in a mixture with another compound),1,4,1.1,5,2%,1,4,2,-18
NC(=O)c1cc(S(=O)(=O)NC2CCCCC2)co1,-3,0,1.1,6,8%,1,7,7,-15
Cc1ccnc(NC(=O)CCC(=O)N(CC(=O)NCC2CCCO2)Cc2ccc(F)cc2)c1 (stereo unspecified),8,0,1.1,2,10%,0.97,12,2,-23
c1cncc(-c2nnc3sc(-c4ccco4)nn23)c1,-2,3,1,-2,1%,0.98,.,-5,19
COc1cccc(C(=O)NC2CC3CCCC(C2)N3CC(=O)Nc2ccccc2)c1 (stereo unspecified),1,0,1,-3,7%,1,0,-3,13
CCOC(=O)/C=c1\s/c(=C\c2ccc3c(c2)OCCO3)c(=O)n1CC(=O)NCC1CCCO1 (stereo unspecified),3,-2,1.1,6,11%,1.1,12,10,12
Cc1ccc(C)c(S(=O)(=O)C(C#N)c2nc3ccccc3nc2N2CCCC2)c1 (stereo unspecified),-2,-5,3.4*,-2,3%[fluoresces],1,0,-3,36
O=S(=O)(c1ccccc1)N1CCN(CC(O)COc2ccc3c(c2)CCC3)CC1 (stereo unspecified),0,5,0.98,11,5%,1,13,3,54
CCn1cc(C(=O)NC2CCC(C)CC2)c(=O)c2cc(S(=O)(=O)N3CCCCC3)ccc21 (stereo unspecified),1,6,1.1,1,3%,1,-5,8,57
CCOC(=O)Nc1ccc2c(c1)Nc1ccccc1S2,1,2,1.1,-4,9%,1,6,-3,26
Cc1cccc(N2CCN(C3=NC(=O)C(=C4CCCCC4)S3)CC2)c1,1,-18,1.1,5,2%,1.1,12,6,20
C=CCSc1nc(N)c(C#N)c(-c2ccccc2)c1C#N,3,1,1.1,3,4%,1.1,2,10,-2
Oc1ccc2nc(Cc3ccccc3)[nH]c2c1,5,-2,1.1,-9,6%,1,25,-2,-5
Cc1ccc(S(=O)(=O)NCCN(CCNS(=O)(=O)c2ccc(C)cc2)S(C)(=O)=O)cc1,-5,-2,1.2,1,5%,0.99,18,2,3
N#C/C(=C\c1cccs1)Sc1nc2ccccc2s1,8,-7,1.1,6,1%,1.1,13,5,70*
CCSC1=C(C#N)C2(CCCCC2)C(C#N)C(=O)N1 (stereo unspecified),2,-5,1.1,5,5%,1,15,2,6
COc1ccc(OC)c2[nH]c(=O)c(CCNC(=O)c3ccc(S(=O)(=O)N4CCCCC4)cc3)cc12,4,1,1.1,7,7%,1,-6,6,23
Cc1nonc1OCCNC(=O)C12CC3CC(CC(C3)C1)C2,-1,5,1.1,-2,11%,1.1,17,-6,-8
O=S1(=O)C=C(Oc2ccc(F)cc2)c2ccccc21,-12,2,1,5,3%,0.98,-2,9,1
C=CCc1cccc(C2Nc3ccccc3C(=O)N2O)c1O (stereo unspecified),1,-7,1.1,4,5%,1,15,1,18
CC(N=c1ccccn1C(=O)Nc1ccc(F)cc1)c1ccco1 (stereo unspecified),6,-1,0.85,4,12%,1,7,5,-4
O=C(Nc1ccc(N2CCN(C(=O)c3ccco3)CC2)cc1)c1ccc2c(c1)OCO2,-6,4,1.2,-1,2%,1.1,30,6,-9
CCOC(=O)CN(C(=O)CSc1nnc(CNc2ccc(F)cc2)o1)c1ccccc1,-1,5,1.1,-4,5%,1,5,3,4
Clc1cccc(N2CCN(Cc3nc(-c4ccccc4)no3)CC2)c1,-1,4,1,5,4%,0.98,9,4,20
Cc1ccc(C)n1-c1cccc(C(=O)O)c1,-2,0,1.1,-1,3%,1,14,0,-11
COc1ccc(CCNC(=O)CCC(=O)N2CCN(S(=O)(=O)c3ccccc3)CC2)cc1OC,2,-4,1.1,2,8%,0.98,0,6,-5
CC1CCN(CCCNC(=O)c2coc3nc4ccccc4nc23)CC1,4,-367[fluorescence artefact?],3.4*,3,3%[fluoresces],1,-1,8,-6

# 3 entries already listed, sorted by molar mass, rising:
SMILES,JNK3 blocker,MMP-13 inhibitor,Autofluor 339,ROCK2 blocker,NADH coupling,A340 absorber,HEK293 NFkB inh,PKA inh,Ecoli tolC
CC(N=c1ccccn1C(=O)Nc1ccc(F)cc1)c1ccco1 (stereo unspecified),6,-1,0.85,4,12%,1,7,5,-4
Clc1cccc(N2CCN(Cc3nc(-c4ccccc4)no3)CC2)c1,-1,4,1,5,4%,0.98,9,4,20
COc1ccc(CCNC(=O)CCC(=O)N2CCN(S(=O)(=O)c3ccccc3)CC2)cc1OC,2,-4,1.1,2,8%,0.98,0,6,-5

# In the list so far, these contain an aryl thioether with sulfur outside any ring.
SMILES,JNK3 blocker,MMP-13 inhibitor,Autofluor 339,ROCK2 blocker,NADH coupling,A340 absorber,HEK293 NFkB inh,PKA inh,Ecoli tolC
CCCC1Cc2c(sc3nc(SC)nc(N)c23)CO1 (stereo unspecified),6,2,1.1,8,6%,1,.,6,0
CCCN(CCC)C(=O)CSc1nc2n[nH]c(C)c2c(=N)n1-c1ccc(OCC)cc1,1,4,1,0,7%,1,20,-3,14
CCCSc1nc2c(cnn2-c2ccc(F)cc2)c(=O)[nH]1,3,-14,1.1,-4,0%,1,11,8,11
CCn1c(SCC(=O)N2CCCc3ccccc32)nnc1-c1ccco1,-2,2,1.1,-1,2%,0.99,4,9,2
Cn1cccc1Cc1nnc(SCC(=O)Nc2ccccc2)n1-c1ccc(F)cc1,-4,3,1,-1,6%,1,2,-6,21
CCc1nnc(NC(=O)CSc2nnc(-c3ccoc3C)n2-c2cccc(C)c2)s1,3,-3,1.1,12,15%,0.98,8,7,29
C=CCSc1nc(N)c(C#N)c(-c2ccccc2)c1C#N,3,1,1.1,3,4%,1.1,2,10,-2
N#C/C(=C\c1cccs1)Sc1nc2ccccc2s1,8,-7,1.1,6,1%,1.1,13,5,70*
CCOC(=O)CN(C(=O)CSc1nnc(CNc2ccc(F)cc2)o1)c1ccccc1,-1,5,1.1,-4,5%,1,5,3,4

# Only part of the results is shown; the hit share may differ from the screen's.
